MITF inh = MITF inhibitors, primary screen, biochemical, AlphaScreen, human | Microphthalmia-associated transcription factor (Homo sapiens), O75030 | inhibition, % at 2.6 µM | actives 0.91% (n = 650,000) | AID 1259374, 2018 | AlphaScreen MITF homodimerization, bead proximity signal; in the data active means inhibition above about 50%;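 further: 0% = vehicle wells with protein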
Target sequence (O75030 whole entry, looked up): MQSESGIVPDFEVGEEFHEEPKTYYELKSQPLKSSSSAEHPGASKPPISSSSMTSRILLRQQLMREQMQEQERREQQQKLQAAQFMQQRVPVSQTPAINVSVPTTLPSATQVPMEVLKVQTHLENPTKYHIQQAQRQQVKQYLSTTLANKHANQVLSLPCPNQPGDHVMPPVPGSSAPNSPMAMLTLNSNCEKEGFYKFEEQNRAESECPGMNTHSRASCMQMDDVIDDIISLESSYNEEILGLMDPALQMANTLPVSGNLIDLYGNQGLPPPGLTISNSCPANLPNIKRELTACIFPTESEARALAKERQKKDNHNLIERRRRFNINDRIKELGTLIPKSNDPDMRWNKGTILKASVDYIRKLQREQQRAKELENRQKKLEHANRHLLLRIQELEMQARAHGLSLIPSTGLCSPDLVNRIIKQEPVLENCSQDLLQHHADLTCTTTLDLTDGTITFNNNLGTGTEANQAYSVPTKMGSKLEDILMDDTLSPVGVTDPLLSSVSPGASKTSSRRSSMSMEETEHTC
FBW7 activator = FBW7 E3 ligase activators, primary screen, biochemical, AlphaScreen, human; F-box/WD repeat-containing protein 7 (Homo sapiens), Q969H0; AID 1259310, 2017; actives 0.13% (n = 650,000); normalized activity (activation), % at 26.1 µM; AlphaScreen FBW7–phospho-cyclin E peptide binding, activator screen; in the data active means normalized activity above about 1.9%;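 further: purified mutant Fbw7 with reduced substrate affinity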
GPR151 activ = activators of human GPR151, primary screen, cell-based, PathHunter beta-arrestin, luminescence; G-protein coupled receptor 151 (Homo sapiens), Q8TDV0; PathHunter beta-arrestin GPR151 cells; activation, % at 11.2 µM; actives 1% (n = 650,000); AID 1508602, 2020; in the data active means activation above about 4.9%;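 further: 0% = median of compound wells and 100% = cells with positive control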
Target sequence (Q8TDV0 whole entry, looked up): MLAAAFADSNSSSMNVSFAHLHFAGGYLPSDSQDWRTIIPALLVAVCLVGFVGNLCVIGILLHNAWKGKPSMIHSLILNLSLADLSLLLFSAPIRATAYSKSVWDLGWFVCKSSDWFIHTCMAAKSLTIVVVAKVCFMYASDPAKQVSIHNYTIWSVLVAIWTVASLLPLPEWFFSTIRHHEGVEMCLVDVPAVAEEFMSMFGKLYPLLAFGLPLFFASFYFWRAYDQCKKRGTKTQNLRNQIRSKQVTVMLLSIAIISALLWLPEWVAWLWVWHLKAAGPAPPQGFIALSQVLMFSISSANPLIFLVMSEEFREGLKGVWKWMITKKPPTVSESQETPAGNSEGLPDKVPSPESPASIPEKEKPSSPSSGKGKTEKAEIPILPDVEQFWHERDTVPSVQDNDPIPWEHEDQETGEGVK
TEAD-YAP inh = TEAD-YAP interaction inhibition, primary screen, TEAD-YAP interaction inhibitor project, luminescence, HEK-TIYL cells. AID 1259422, 2018. actives 1.4% (n = 640,000). TEAD-Gal4/YAP UAS-luciferase luminescence. inhibition, % at 9.12 µM; in the data active means inhibition above about 32%;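 further: 0% = median of test compound wells and 100% = reference inhibitor wells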
Numbers without * were called inactive; & = joins results of further samples.

compound	MITF inh	FBW7 activator	GPR151 activ	TEAD-YAP inh
COc1ccc(-c2nnc3ccc(SCC(=O)N4CCCCC4)nn23)cc1OC	9.5	0.7	-0.2	8.8
Cc1nc2ccc(CN(C)c3ccc(C(=O)N[C@@H](CCC(=O)O)C(=O)O)s3)cc2c(=O)[nH]1	-4.5&-2.1	-0.1&0.1	1.2&-0.8	-20.6&-35.2
Cc1cc(NC(=O)CSc2nc3ccsc3c(=O)n2Cc2ccco2)no1	8.6	0.1	-1.1	-9.4
Cc1ccc(C2=CC(c3ccccc3Cl)n3ncnc3N2)cc1 (centres undefined)	15.6	0.0	-2.0	-5.7
COc1ccc(N2C(=O)NC(=O)/C(=C/c3cc4c(cc3Br)OCO4)C2=O)cc1	12.9	0.0	1.0	3.6
Cc1nc(C)c(/C(O)=C/c2nc3ccccc3oc2=O)s1	58.3*	0.6	-2.6	-3.6
COc1ccnc(Cn2ncc3cccn3c2=O)c1OC	-7.0	-0.1	0.6	2.7
Cc1ccc(C)c(NC(=O)c2nccnc2C(=O)O)c1	13.3	-0.2	-1.7	-2.6
COc1cc(/C=N/NS(=O)(=O)c2ccccc2)cc(OC)c1O	25.5	1.4	1.8	-0.6
CCOc1cc(/C=C2/C(=N)N3N=C(CC)SC3=NC2=O)cc(Cl)c1OCCOc1ccc(C)cc1C	5.2	0.0	1.1	-1.3
CC(=O)c1ccc(C(=O)Nc2ccc(N3CCOCC3)cc2)cc1	4.7	-0.1	0.1	2.1
CCOC(=O)c1cnn(-c2nc3ccccc3s2)c1CNCc1cccs1	9.7	0.0	-0.9	0.3
O=C(CCn1c(=S)[nH]c2ccccc2c1=O)NC1CCCCC1	0.0	-0.1	1.4	0.1
O=C(C1Cc2ccccc2CN1S(=O)(=O)c1ccc(F)cc1)N1CCCCC1 (centres undefined)	-4.5	-0.2	1.4	-3.0
CCN1CCN(C(=O)Nc2ccccc2OC)CC1	41.5	-0.1	0.5	6.1
CCOC(=O)c1sc(C(=O)OCC)c(OCCO)c1OCCO	4.7	0.0	3.2	1.7
CCOc1ccc2cc(C#N)c(SCC(=O)N3CCCCCC3)nc2c1	0.7	-0.1	2.1	-1.5
O=C(CCc1ccccc1)NC(=S)Nc1ccc(S(=O)(=O)N2CCOCC2)cc1	7.8	-0.2	-0.1	3.2
CC(C)CNc1nc(-c2ccc([N+](=O)[O-])cc2)nc2ccccc12	19.7	0.5	-2.0	2.8
CC1CCN(S(=O)(=O)c2ccc3c(c2)c(=O)c(C(=O)N2CCOCC2)cn3C)CC1	5.1	-0.1	0.2	4.7
Cc1ccc(C(C)(C)C)c(OCCN2CCN(C)CC2)c1	77.0*	0.4	0.2	-10.8
CC(C)(C)SCCNC(=O)COc1ccc(Cl)cc1	3.6	0.3	1.1	2.0
CCOc1ccc(-n2c(SCC(=O)NCc3ccc(C)cc3)nc3n[nH]c(C)c3c2=N)cc1	4.2	0.5	-0.6	11.3
Cn1c(CC(=O)Nc2ccccc2)cc2ccccc21	3.6	-0.2	1.5	-9.7
CCOC(=O)c1ccccc1NC(=O)c1cc(OC)c(OC)c(OC)c1Br	1.6	0.6	1.2	15.0
CCCOc1ccc(C2C(C(=O)OC)=CNC=C2C(=O)OC)cc1	-12.9	0.7	-1.1	-18.6
CC(=O)N(C)c1ccc(NC(=O)C(C)Oc2ccccc2)cc1 (centres undefined)	9.8	0.0	-0.6	9.0
Cc1ccc(S(=O)(=O)N(C2CC2)C2CCN(Cc3ccccc3)CC2)cc1	4.8	-0.4	-0.2	0.0
CCOc1ccc(C2NC(=S)NC(C)=C2C(=O)Nc2ccc(C)cc2C)cc1 (centres undefined)	13.1	0.1	-0.5	6.1
c1ccc(CNc2nc(Nc3ccccn3)nc3c2ncn3-c2ccccc2)cc1	-6.9	-0.1	-0.7	-3.0
CCSc1n[nH]c(=O)[nH]c1=S	-1.4	0.0	-1.4	0.9
COC(=O)c1ccc(CN2CCC3(CCC(CNC(=O)c4ccco4)O3)CC2)cc1 (centres undefined)	3.7	-0.1	0.3	1.2
Cc1ccnc(N2CCN(c3ncnc4scc(-c5ccc(F)cc5)c34)CC2)c1	9.5	0.5	-1.9	-14.1
NC(=O)C1CCN(C(=O)c2ccc(Cl)c(S(=O)(=O)N3CCCCCC3)c2)CC1	-6.0	0.1	-1.8	5.4
COc1ccc(/C=C(\C#N)C(=O)Nc2sc3c(c2C(N)=O)CCCC3)cc1OC(C)C	9.8	0.8	1.7	-2.7
COc1ccc(N2CCN(C(=O)/C=C/c3ccc(OC)c(OC)c3)CC2)nn1	10.5	-0.1	1.9	-1.9
Cc1ccc(F)cc1NC(=O)c1sc2ncn(CC(=O)Nc3cccc(C(F)(F)F)c3)c(=O)c2c1C	5.2	-0.5	0.0	11.6
COCC1=C(C(=O)OC)C(c2cccs2)C(C#N)=C(N)O1 (centres undefined)	-6.5	-0.1	0.3	-1.9
COc1ccc(CCNC(=O)c2noc3c2COc2ccccc2-3)cc1OC	6.6	0.5	-0.3	-0.7
Cc1ccc(C(=O)Nc2ncnc3sc4c(c23)CCC4)cc1	-10.1	-0.7	0.8	1.8
CC(C)=Cc1ccc2c(N)c(C#N)sc2n1	16.5	0.9	-0.3	-28.2
COc1ccccc1C1CN(Cc2ccncc2)Cc2ccccc2O1 (centres undefined)	2.1	-0.1	0.4	-2.3
O=C(NCC1(O)CCCC1)Nc1ccccc1Cl	3.7	-0.1	-1.0	-16.9
O=C(CCn1cccn1)N1CCOc2ccc(CN3CCCC3)cc2C1	15.2	0.1	-0.6	2.5
O=C(NCCc1ccccc1)c1ccc(OC2CCN(C(=O)c3ccoc3)CC2)cc1	10.7	-0.2	1.3	52.7*
CN(C1CCCCC1)S(=O)(=O)c1ccccc1NC(=O)c1ccc[nH]c1=O	12.9	0.0	0.2	-2.0
Cc1ccc(N2CC(C(=O)Nc3ccccc3C(=O)NC(C)C)CC2=O)cc1 (centres undefined)	-13.5	0.3	6.3*	-4.2
COc1ccc(NC(=O)C2=C(C)Nc3ncnn3C2c2ccc(OC)cc2)cc1 (centres undefined)	22.0	0.2	0.0	2.0
Cc1cccnc1NC(=O)Nc1ncccc1C	-7.0	0.1	-0.4	-2.0
O=C(Cc1ccc([N+](=O)[O-])cc1)NN1C(=O)c2ccccc2C1=O	10.8	0.1	1.2	3.1
CC(C)CCN1CCN(Cc2cnc(N(C)C)s2)CC1CCO (centres undefined)	9.0	0.6	-1.7	4.7
CCOc1ccc(Cl)cc1S(=O)(=O)Nc1ccncc1	2.3	-0.1	-0.2	-4.8
CC(NS(=O)(=O)c1ccc(Br)cc1)C(c1cccs1)N1CCOCC1 (centres undefined)	6.7	-0.1	-2.1	1.7
N#C/C(=C/c1ccc(Sc2nc3ccccc3[nH]2)o1)C(=O)N1CCOCC1	26.8	-0.2	-0.6	11.6
Cc1ccc(NC(=O)CN(c2ccc(C(C)C)cc2)S(=O)(=O)c2c(C)noc2C)cc1	-8.6	0.1	0.7	-0.9
O=C(CN1CCCC1)Nc1sc2c(c1C(=O)c1ccccc1)CCCC2	14.2	0.0	-1.0	-5.8
CN(C(=O)CSc1nnc(-c2cccs2)n1N)C1CCCCC1	15.5	0.7	-2.4	-2.4
c1ccc(-c2cnc(NCc3ccco3)nc2)cc1	5.4	-0.3	-2.1	-55.7
CCCN1CCN(c2ncnc3sc(C(=O)Nc4cc([N+](=O)[O-])ccc4OC)c(C)c23)CC1	9.2	0.0	-0.3	1.8
O=C1C(=O)N(c2nccs2)C(c2ccc([N+](=O)[O-])cc2)/C1=C(\O)c1ccc(Cl)cc1 (centres undefined)	-3.3	0.7	-1.4	-4.6

The list continues:
compound	MITF inh	FBW7 activator	GPR151 activ	TEAD-YAP inh
Cc1ccc(NC(=O)CCN2C(=O)c3cccc([N+](=O)[O-])c3C2=O)cc1Cl	12.9	0.3	2.8	12.8
CC(=O)Oc1cccc(C(=O)Nc2nccs2)c1	-5.2	0.0	-4.1	27.4
CCOc1ccc(NC(=O)C(C)N2C(=O)c3cccc([N+](=O)[O-])c3C2=O)cc1 (centres undefined)	3.5	0.0	0.3	-2.7
CCN(CC)c1nc(NCCN2CCOCC2)nc(Nc2ccccc2)n1	-1.8	0.0	-1.4	-4.4
Cc1ccccc1C(=O)Nc1sc2c(c1C(=O)NCCO)CCC(C(C)(C)C)C2 (centres undefined)	-6.5	-0.1	0.6	9.2
CC(=O)Nc1ccc(S(=O)(=O)N(C(C)C)C(C)C)cc1	9.4	0.5	0.3	-3.4
CC(=O)Nc1ccc(CN2CCC[C@@H]3CN(CCC(C)C)CC[C@H]32)cc1	2.1	0.1	-1.0	6.9
CC(C)(C)c1ccc(/C=N/NS(=O)(=O)c2cccc([N+](=O)[O-])c2)cc1	3.3	0.5	0.4	10.8
CC(C)CCN1CC[C@@H]2[C@H](CCCN2C(=O)Cc2c[nH]c3ccccc23)C1	6.3	0.0	-1.1	6.9
O=C1C(c2ccncc2)N(CCC2=CCCCC2)C(=O)CN1C1CCCCC1 (centres undefined)	8.9	0.8	-1.2	9.0
Cc1cc(NC(=O)C2CC(c3ccc(F)cc3)=NO2)no1 (centres undefined)	9.7	0.0	-0.1	-2.6
COc1ccc(C2NC(=O)NC(C)=C2C(=O)Nc2ccccc2C)cc1OC (centres undefined)	7.5	0.0	0.1	-8.8
O=C(NCc1ccco1)C1c2ccccc2C(=O)N2CCc3ccccc3C12 (centres undefined)	-2.5	0.0	0.3	-14.8
Cc1c(Br)c(C(F)(F)F)nn1CC(=O)Nc1cc(Oc2ccc(I)cc2)cc([N+](=O)[O-])c1	-9.1	0.0	-1.0	2.9
COCCNc1ccc(-c2cccc(C=O)c2)cn1	1.3	-0.6	-0.9	-57.4
C=CCOC(=O)C1=C(C)NC(SCC(=O)Nc2ccc(C)cc2C)=C(C#N)C1c1cccs1 (centres undefined)	-3.2	-0.1	0.8	11.6
Cc1nc(N2CCCCC2C)c2c(C)c(C(=O)Nc3ccccc3F)sc2n1 (centres undefined)	-4.2	0.0	-0.4	-3.1
COCCNC(=O)c1ccc(C)c(Cl)c1	1.2	0.1	4.9	-8.3
O=C(N/N=C/c1ccccc1O)c1cccc(NC(=O)c2ccccc2Cl)c1	9.4	0.1	2.5	-13.3
COc1ccc(C(=O)Nc2c3c(nn2-c2ccccc2C)CS(=O)(=O)C3)cc1	-1.6	0.7	-1.7	9.8
CS(=O)(=O)Nc1cccc(C(=O)OCc2cnc(-c3ccccc3)s2)c1	-7.2	0.0	0.8	-22.3
CCc1nn(CCCC(=O)NC(C)CC)c(=O)c2cc3occc3n12 (centres undefined)	-1.0	0.0	-0.5	-9.8
Cc1ccc2c(NC(=O)CN3C(=O)CCC3=O)cccc2n1	0.3	0.1	-0.4	-0.8
COc1ccccc1/C=C1\N=C(c2ccc(OC)c(OC)c2)N(c2ccc(Cl)c(Cl)c2)C1=O	5.5	0.1	0.8	-6.0
CCOc1ccc(CN2CCN(Cc3c[nH]c4ccccc34)CC2CCO)cc1 (centres undefined)	7.7	-0.1	-0.9	-1.4
Cc1cccc(-n2cc(-c3ccccc3)c3c(NC4CC(C)CC(C)(C)C4)ncnc32)c1 (centres undefined)	7.2	-0.1	1.3	-1.4
O=C(c1ccc(Sc2ccc(Br)cc2)c([N+](=O)[O-])c1)N1CCOCC1	1.0	0.0	0.0	-1.6
CCNc1c(NS(=O)(=O)c2ccc(OC)cc2)c(=O)oc2ccccc12	-11.7	-0.1	-0.8	0.5
CCc1c(C)[nH]c2c1C(=O)CCC2	-4.5	-0.2	-0.7	6.9
O=C(Nc1cccc([N+](=O)[O-])c1)c1c(F)cccc1Cl	11.2	-0.1	-0.7	-13.3
Cc1ccc(N=c2oc3ccc(Cl)cc3cc2C(N)=O)cc1	-7.2	-0.1	-0.1	-2.4
CC(C)CC(NS(=O)(=O)c1ccc2c(c1)oc(=O)n2C)C(=O)N1CC(C)CC(C)C1 (centres undefined)	3.2	0.1	1.4	6.5
O=C(CSCc1ccccc1Br)Nc1cccnc1	4.0	-0.1	0.5	3.3
COc1ccc(N(C(=O)C(C)C)S(=O)(=O)c2cccs2)cc1	1.0	0.0	3.0	-0.5
CC1CCN(C(=O)Cn2c(SCC(N)=O)nc3ccccc32)CC1	18.7	0.1	-0.8	-9.7
Cc1cccn2c1nc(=S)n2C(=O)c1ccccc1	6.5	0.1	1.3	-52.1

Shown with each value named: four of the compounds above
CCCOc1ccc(C2C(C(=O)OC)=CNC=C2C(=O)OC)cc1
  MITF inh: -12.9
  FBW7 activator: 0.7
  GPR151 activ: -1.1
  TEAD-YAP inh: -18.6

CC(=O)N(C)c1ccc(NC(=O)C(C)Oc2ccccc2)cc1 (centres undefined)
  MITF inh: 9.8
  FBW7 activator: 0.0
  GPR151 activ: -0.6
  TEAD-YAP inh: 9.0

Cc1ccc(S(=O)(=O)N(C2CC2)C2CCN(Cc3ccccc3)CC2)cc1
  MITF inh: 4.8
  FBW7 activator: -0.4
  GPR151 activ: -0.2
  TEAD-YAP inh: 0.0

CCOc1ccc(C2NC(=S)NC(C)=C2C(=O)Nc2ccc(C)cc2C)cc1 (centres undefined)
  MITF inh: 13.1
  FBW7 activator: 0.1
  GPR151 activ: -0.5
  TEAD-YAP inh: 6.1

Assay outcomes: PubChem BioAssay, The Scripps Research Institute Molecular Screening Center
